TAAR1 ag = human TAAR1 agonists, primary screen, Fluo-8 calcium fluorescence, CHO RD-HGA16 cells; 0.99% of 360,000 active; AID 624467, 2012; activation, % at 3 µM; vehicle wells 0%, saturating PEA agonist 100%;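 active means activation above the mean activation of all test compounds in the run plus 3 SD, cut at about 38% in these data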
Target sequence (Q96RJ0 whole entry, looked up): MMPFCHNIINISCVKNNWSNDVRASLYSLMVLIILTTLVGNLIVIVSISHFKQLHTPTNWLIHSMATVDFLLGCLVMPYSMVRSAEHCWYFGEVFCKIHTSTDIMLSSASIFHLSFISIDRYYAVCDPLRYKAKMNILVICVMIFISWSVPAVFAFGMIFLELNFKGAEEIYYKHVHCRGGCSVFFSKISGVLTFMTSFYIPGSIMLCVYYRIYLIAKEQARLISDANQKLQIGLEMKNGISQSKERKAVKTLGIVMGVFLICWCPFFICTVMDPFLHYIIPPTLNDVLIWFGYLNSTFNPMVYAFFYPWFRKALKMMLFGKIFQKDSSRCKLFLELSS
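Assay system: CHO-derived RD-HGA16 cells with stable Gα16 and human TAAR1; timing: 17-24 h seeding, 75 min 37 °C dye, 30 min RT; read-out: % activation from peak over basal fluorescence ratio, DMSO-to-PEA scaled; measured by: kinetic Fluo-8 calcium fluorescence; benchmarks: low control DMSO, high control PEA (EC100); doses: 3 µM single concentration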
CHRM1 PAM = human M1 muscarinic receptor positive allosteric modulators, primary screen, CHO-K1 cells, Fluo-8 calcium fluorescence, 1536-well. 0.088% of 360,000 active. AID 588819, 2011. CHO-K1 hM1, ACh EC20; 0% = ACh EC20, 100% = maximal ACh. Muscarinic acetylcholine receptor M1 (Homo sapiens), P11229. activation, % at 3 µM; in the data active means activation above about 19%, passing the limit was not always enough
Target sequence (P11229 whole entry, looked up): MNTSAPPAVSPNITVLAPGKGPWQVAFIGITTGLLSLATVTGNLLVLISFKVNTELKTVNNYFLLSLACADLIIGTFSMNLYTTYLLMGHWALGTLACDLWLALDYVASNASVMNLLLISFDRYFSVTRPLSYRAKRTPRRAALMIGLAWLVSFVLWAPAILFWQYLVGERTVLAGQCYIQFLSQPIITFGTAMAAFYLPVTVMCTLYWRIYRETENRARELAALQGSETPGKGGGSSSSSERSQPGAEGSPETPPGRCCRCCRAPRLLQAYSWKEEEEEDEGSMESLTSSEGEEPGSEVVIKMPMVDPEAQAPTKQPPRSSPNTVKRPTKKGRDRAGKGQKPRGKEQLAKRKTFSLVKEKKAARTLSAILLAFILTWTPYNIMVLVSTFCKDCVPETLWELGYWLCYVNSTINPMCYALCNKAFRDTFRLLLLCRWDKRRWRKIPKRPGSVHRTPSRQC
M1 PAM parental = nonselective calcium activators in parental CHO-K1 cells, primary screen, counter-screen for M1 PAM project, cell-based, Fluo-8 calcium fluorescence, full deck, 1536-well. ATP EC20; 0% at ATP EC20, 100% at ATP max. activation, % at 3 µM. 0.02% of 360,000 active;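 active means activation above the run cutoff, the mean activation of all test compounds plus 3 SD, cut at about 40% in these data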;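 further: peak over basal fluorescence ratio in a 140 s read after ATP addition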
M1 ag parental = counter-screen for M1 agonists: effect in parental CHO-K1 cells | Fluo-8 calcium fluorescence; scaled to maximal ATP response, vehicle zero | activation, % at 3 µM | 0.48% of 360,000 active; in the data active means activation above about 15%;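 further: untransfected CHO-K1 host cells lacking M1 receptor as counterscreen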
CHRM1 agonist = human M1 muscarinic receptor agonists, primary screen, Fluo-8 calcium fluorescence, CHO-K1 cells, HTS; Muscarinic acetylcholine receptor M1 (Homo sapiens), P11229; CHO-K1 hM1, agonist mode; 0% DMSO, 100% acetylcholine EC100; 0.33% of 360,000 active; AID 588814, 2011; activation, % at 3 µM;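 active means activation above the run's mean compound activation plus 3 SD, cut at about 16% in these data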;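 further: peak over basal fluorescence ratio within a 140 s kinetic read after compound addition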
M1 antag = human M1 muscarinic receptor antagonists, primary screen, CHO-K1 cells, Fluo-8 calcium fluorescence, 1536-well | CHO-K1 hM1, ACh EC80 antagonist | inhibition, % at 3 µM | 1.3% of 360,000 active | AID 588852, 2011;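 active means percent inhibition above its own plate's cutoff, namely the mean of that plate's compound wells plus 3 SD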;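 further: peak over basal fluorescence ratio during 140 s after agonist addition; 0% = ACh EC80 plus DMSO and 100% = DMSO alone without agonist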
TAAR1 antagonist = human TAAR1 antagonists, primary screen, Fluo-8 calcium fluorescence, CHO RD-HGA16 cells; Trace amine-associated receptor 1 (Homo sapiens), Q96RJ0; antagonist; inhibition, % at 3 µM; 1.5% of 360,000 active; AID 624466, 2012;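 active means inhibition above a per-plate cutoff, the mean inhibition of test compounds on that plate plus 3 SD, cut at about 49% in these data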;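 further: 0% = DMSO plus EC80 beta-PEA response and 100% = DMSO alone without agonist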
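Assay system: CHO-derived RD-HGA16 cells stably expressing human TAAR1 plus Gα16. Timing: 140 s kinetic read after compound, 140 s after agonist. Technique: kinetic Fluo-8 calcium fluorescence measurement. Measure: % inhibition of agonist calcium response.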
CHO parental Ca = ATP-evoked calcium signal inhibitors, parental CHO, primary screen, counter-screen for OX1R antagonist project, cell-based, fluorescence, Fluo-8 calcium dye. parental CHO-K1, ATP-induced calcium, Fluo-8 fluorescence. inhibition, % at 5.6 µM. 0.63% of 330,000 active. AID 463079, 2010;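 active means inhibition above that plate's mean sample inhibition plus 3 SD, cut at about 26% in these data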;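 further: 0% = ATP-challenged DMSO wells and 100% = DMSO wells without ATP; some compounds past the cut are filed as inactive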
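Material: parental CHO cells / Compound: single nominal dose of 5.6 µM per compound / Signal: Fluo-8 fluorescence / Replicates: singlicate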
CHO-K1 Ca antag = M1 antagonist counterscreen hit in parental CHO-K1 cells. ATP-induced calcium, Fluo-8 fluorescence. inhibition, % at 3 µM. 0.6% of 360,000 active. AID 602250;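 active means inhibition above a per-plate cutoff, the plate's mean sample inhibition plus 3 SD, cut at about 24% in these data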;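 further: 0% = DMSO plus EC80 ATP and 100% = DMSO alone without ATP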
Starred values were filed as active, the others as inactive; . = no result given.

SMILES	TAAR1 ag	CHRM1 PAM	M1 PAM parental	M1 ag parental	CHRM1 agonist	M1 antag	TAAR1 antagonist	CHO parental Ca	CHO-K1 Ca antag
CCC(NC(=O)N(Cc1ccccc1)Cc1ccc2c(c1)OCO2)(C(F)(F)F)C(F)(F)F	14	3	-3	0.2	-7	-7	9	8	7
CC(C)C[C@H](NC(=O)OC(C)(C)C)c1nnc(SCc2cccc(F)c2)o1	6	0	-7	-0.1	-5	-6	8	-19	20
CCNC(=O)CN(c1ccc(CC)cc1)S(C)(=O)=O	2	1	16	0.1	-5	-1	7	11	-8
CC(C)(C)C(=O)NCc1ccc(C(=O)CSc2nnc(-c3ccncc3)n2C2CC2)s1	1	8	-6	0.7	-7	-12	1	.	-3
C=C1CCN([C@@H](Cc2ccccc2)C(=O)NCCC(C)C)S(=O)(=O)c2ccccc21	4	12	12	-0.7	1	0	16	-29	-15
Cc1ccc(-n2c(C)nnc2SC(C)C(=O)N2CCCC2)cc1 (stereo not drawn)	11	17	4	-0.3	-8	-11	-14	0	-6
COc1ccc(C(=O)NCc2nnc(SCC(=O)Nc3nnc(C)s3)o2)cc1	0	0	-9	-0.1	2	-3	3	-13	12
O=C(Nc1ccccc1)c1cccc(Cn2cc(C(F)(F)F)ccc2=O)c1	1	14	12	1.3	1	-29	-6	-6	-11
COc1ccc(OC)c(C2=NOC(C(=O)NCc3cccnc3)C2)c1 (stereo not drawn)	-2	14	-7	-0.2	0	-8	11	-8	-3
CC1(c2ccccc2)NC(=O)N(CC(=O)NC(=O)NCc2ccco2)C1=O (stereo not drawn)	10	-5	-7	-0.1	-2	14	-12	-7	-6
CN1CCN(C(=O)c2cc([N+](=O)[O-])cc([N+](=O)[O-])c2)CC1	1	16	-5	-0.8	-1	-12	-8	10	-2
CC(C)[C@H]1C=C(C(=O)O)O[C@@H](OCc2ccc(CO)cc2)C1	4	-1	-13	0.1	-2	0	5	-7	-13
CCN(CC)S(=O)(=O)c1cc(NC(=O)Cn2ncc(Cl)c(Cl)c2=O)ccc1C	-1	11	15	2.0	-2	-17	-5	-13	-6
CCOC(=O)C1=C(C)NC2=C(C(=O)CCC2)C1c1cc(OC)ccc1OC (stereo not drawn)	0	12	-1	-0.1	3	-18	-4	-14	-9
O=C(CSc1ncn[nH]1)N1CCOCC1	6	1	-11	-0.2	-2	2	-19	0	9
Cn1c(=O)c2cc(NC(=O)CC(C)(C)C)ccc2n1-c1ccccc1F	2	4	-22	0.9	-1	-5	3	.	5
COc1ccc(NC(=O)C23CC4CC(CC(Cl)(C4)C2)C3)cc1S(=O)(=O)N1CCOCC1	5	-2	-9	2.2	0	-7	12	-13	-3
Cc1c(NC(=O)Nc2ccccc2[N+](=O)[O-])c(=O)n(-c2ccccc2)n1C	1	0	-6	0.5	-7	-1	-10	-3	-15
Clc1ccc(-c2cc(-c3ccccc3)on2)cc1	8	7	21	0.2	1	4	5	-2	-7
O=C(O)C1CCN(S(=O)(=O)c2ccc(N3CCC(O)CC3)c([N+](=O)[O-])c2)CC1	2	-4	-6	0.1	-3	19	-29	4	-4
CCn1nc(C)c(C2C(C#N)=C(N)OC3=C2C(=O)CC(C)(C)C3)c1C (stereo not drawn)	-2	6	10	0.0	-5	-14	9	-8	-2
COc1ccc(NS(=O)(=O)c2cccc(C(=O)NNC(=O)c3ccc(Br)o3)c2)cc1	10	10	10	1.4	3	-12	24	-4	2
COc1ccc(N2CCN(C(C)C(=O)Nc3nnc(C)s3)CC2)cc1 (stereo not drawn)	2	1	9	-0.1	-8	-1	-4	-1	-3
C[C@H](NC(=O)C1CCN(S(=O)(=O)c2ccccc2)CC1)C(=O)NCc1cccc(Cl)c1	2	1	7	0.5	-2	-3	-17	-8	-16
COc1ccc(C(C)C)cc1S(=O)(=O)N1CCC(C(=O)N2CCN(C)CC2)CC1	3	14	-3	0.0	0	-21	-19	-6	-1
Continued:
SMILES	TAAR1 ag	CHRM1 PAM	M1 PAM parental	M1 ag parental	CHRM1 agonist	M1 antag	TAAR1 antagonist	CHO parental Ca	CHO-K1 Ca antag
CC(C)NS(=O)(=O)c1ccc2c(c1)oc(=O)n2C	1	0	-13	-0.7	-5	-6	-10	-15	23
C=CCN1C(c2ccc(Br)cc2)=CS/C1=C(\C#N)c1nnc(N2CCOCC2)n1-c1ccccc1	7	-6	5	0.6	-4	4	58*	.	-7
CN1CCN(C(=S)C(=O)Nc2ccc(Br)cc2)CC1	3	2	3	0.0	-5	-2	-1	1	-9
c1cnc2c(OCc3nc4ccccc4[nH]3)cccc2c1	2	-8	-8	1.2	-4	8	18	-25	1
Cc1c(C(=O)NC2CC(=O)N(c3ccc4c(c3)OCCO4)C2)cccc1[N+](=O)[O-] (stereo not drawn)	1	11	-3	0.0	-1	-11	-28	4	10
Cc1ccc(NC(=O)CN2C(=O)NC(C)(C)C2=O)cc1S(=O)(=O)N1CCCCCC1	1	-5	6	1.0	-5	8	0	.	-4
CC(=O)N(CCC(c1ccco1)C(C)C)Cc1ccc(OC(C)C)cc1 (stereo not drawn)	-2	0	14	7.3	-4	-12	-37	-15	-9
C=CCc1ccccc1OCCCCN1CCCC1	14	-14	9	0.5	-5	22	-12	-32	-4
CCCc1ccc(C(=O)NNc2ccc(F)cc2)cc1	2	4	-15	-0.5	-5	4	6	-8	3
COc1cccc(/C=C/c2ccccn2)c1O	0	5	5	-0.2	0	-14	3	-9	3
Cc1csc(N(C(=O)Cc2ccccc2F)c2ccccc2)n1	6	3	8	1.1	-6	-14	17	3	-3
CCn1cc(Br)c(C(=O)Nc2nccs2)n1	3	-6	18	0.5	-3	4	-11	-1	-6
Cc1ccc(Nc2nc(C)cc(C)n2)c(Br)c1	8	-9	4	-0.1	-5	8	-5	-3	-7
CCOc1ccc(C(C)=O)cc1CN1C(=O)c2ccccc2S1(=O)=O	0	0	10	2.7	-5	3	-18	-15	-18
CN(CC(=O)Nc1ccc(F)cc1)C(=O)CCc1ccccc1	7	21	11	-0.3	4	-14	-12	-16	9
CCN(CC)CCOC(=O)C1(c2ccccc2)CCOCC1	9	-23	-7	0.0	-7	8	-9	-13	10
O=C(Nc1cccc(-n2cnnn2)c1)c1ccco1	-1	2	2	0.3	-2	-1	3	14	-4
O=C(O)/C=C\C(=O)Nc1ccc(N2CCN(c3ccc(Cl)c(Cl)c3)CC2)cc1	4	-18	8	0.5	-13	6	-6	1	0
CCc1cc2ccc(C)c(C)c2nc1SCC(=O)Nc1cc(C)on1	-4	1	-1	0.4	-4	0	8	-4	-13
CCN(CC)S(=O)(=O)c1ccc(NC(=O)CSc2ncnc3ccccc23)cc1	20	-2	13	4.7	-9	0	-1	-19	-1
O=S(=O)(c1ccc2c(c1)OCCO2)N1CCCN(S(=O)(=O)c2c(F)cccc2F)CC1	6	0	9	2.6	-4	-2	1	-16	-23
Cc1ccc(S(=O)(=O)N2CCC(NC(=O)c3cccc(C)c3)CC2)cc1	0	4	23	-0.4	-6	1	-4	-13	-7
O=C(Nc1ccc(N2CCN(C(=O)c3ccco3)CC2)c(Cl)c1)c1cccs1	18	0	17	4.6	-1	-43	50*	-5	-6
Cc1cc(NC(=O)CSc2nnnn2-c2ccc(C)c(C)c2)no1	1	-3	-4	0.0	-5	6	18	-23	14
Cc1ccc(S(=O)(=O)N(C)C[C@@H]2Oc3ccc(NS(C)(=O)=O)cc3CC(=O)N([C@H](C)CO)C[C@@H]2C)cc1	4	4	-8	-0.2	-10	8	-7	-12	1
CCOC(=O)C(c1ccccc1)C(Nc1ccc(F)cc1)c1ccccn1 (stereo not drawn)	2	-1	-9	-0.2	-6	5	-7	-19	3
CCN(C(=O)Cc1nc(N)n[nH]1)C1(C(=O)Nc2ccccc2)CCCCC1	0	3	21	-0.1	-4	2	-5	3	-17
CCc1ccc(S(=O)(=O)Nc2c(NC3CCCCC3)c3ccccc3oc2=O)cc1	.	-6	17	1.7	-4	14	.	-31	-20
c1cc(-c2ccc3c(c2)CCO3)n2cnnc2c1	1	7	8	0.4	-3	-1	9	.	-3

Rewritten in CSV form: 6 of the compounds above
molecule,TAAR1 ag,CHRM1 PAM,M1 PAM parental,M1 ag parental,CHRM1 agonist,M1 antag,TAAR1 antagonist,CHO parental Ca,CHO-K1 Ca antag
CN(CC(=O)Nc1ccc(F)cc1)C(=O)CCc1ccccc1,7,21,11,-0.3,4,-14,-12,-16,9
CCN(CC)CCOC(=O)C1(c2ccccc2)CCOCC1,9,-23,-7,0.0,-7,8,-9,-13,10
O=C(Nc1cccc(-n2cnnn2)c1)c1ccco1,-1,2,2,0.3,-2,-1,3,14,-4
O=C(O)/C=C\C(=O)Nc1ccc(N2CCN(c3ccc(Cl)c(Cl)c3)CC2)cc1,4,-18,8,0.5,-13,6,-6,1,0
CCc1cc2ccc(C)c(C)c2nc1SCC(=O)Nc1cc(C)on1,-4,1,-1,0.4,-4,0,8,-4,-13
CCN(CC)S(=O)(=O)c1ccc(NC(=O)CSc2ncnc3ccccc23)cc1,20,-2,13,4.7,-9,0,-1,-19,-1

Screening results deposited in PubChem BioAssay by The Scripps Research Institute Molecular Screening Center.
